# FEN1 inh: qHTS Assay for the Inhibitors of Human Flap endonuclease 1 (FEN1) | P39748 | Recombinant FEN1 flap cleavage, fluorescence, 15 min | Potency, µM (titrated, usually from 114 µM), for the others: top-dose activity change, negative = inhibition, actives largely listed as inhibitors | hit rate 0.35% among 390,000; note: nearly all actives have a fitted effect of over 65% in size
# Target sequence (P39748 whole entry, looked up): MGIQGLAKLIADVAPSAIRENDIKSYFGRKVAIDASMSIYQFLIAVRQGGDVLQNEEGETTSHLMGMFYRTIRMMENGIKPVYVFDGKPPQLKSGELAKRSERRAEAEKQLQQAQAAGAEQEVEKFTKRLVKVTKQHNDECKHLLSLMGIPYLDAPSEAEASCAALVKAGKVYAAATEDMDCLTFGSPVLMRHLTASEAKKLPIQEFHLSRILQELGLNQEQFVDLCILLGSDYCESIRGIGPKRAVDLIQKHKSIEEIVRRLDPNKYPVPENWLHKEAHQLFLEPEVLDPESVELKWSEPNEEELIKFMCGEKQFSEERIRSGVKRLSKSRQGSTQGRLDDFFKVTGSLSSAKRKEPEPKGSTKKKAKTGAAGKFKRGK
#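 Concentration–response screening of FEN1 (10 nM): 15 min compound preincubation at room temperature, reaction started with 50 nM substrate and read at 0 and 15 min. Corrected, normalized data were fitted by a four-parameter Hill equation.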
# N370S GC: qHTS Assay for Inhibitors and Activators of N370S glucocerebrosidase as a Potential Chaperone Treatment of Gaucher Disease | AID 2101, 2009 | Potency, µM (titrated, usually from 59.4 µM), for inactives: top-dose activity change, negative = inhibition, hits mostly inhibitors | N370S GC spleen homogenate, 4MU-glucoside fluorescence | Lysosomal acid glucosylceramidase (Homo sapiens), P04062 | hit rate 0.092% among 330,000;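 note: 0% = full enzyme activity and -100% = no enzyme basal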
# KAT2A inh: qHTS Assay for Inhibitors of GCN5L2; Histone acetyltransferase KAT2A (Homo sapiens), Q92830; Potency, µM (series often up to 58.9 µM), for inactives: at the highest dose activity change, negative = inhibition, usual class: inhibitors; GCN5L2 HAT assay, ThioGlo1 CoA-SH fluorescence; hit rate 0.21% among 390,000
#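 qHTS, 1536-well. 20nM enzyme, pH 7.5 HEPES/EDTA/Tween-20 buffer; 15 min compound preinc., RT. Start: 75uM H3(1-25), 70uM AcCoA, 50uM ThioGlo1. Read Ex340/Em540 at t=0 (autofluorescence flag) and t=20 min.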
# * = called active by the depositor; u = inconclusive; x = no result given; & = joins results of further samples. Calls come from the whole dose curve; as a rule, active = well fitted curve in the direction sought with a large enough effect; inconclusive = small, poorly fitted or top-dose-only effect, or another doubt; inactive = no such curve, though single readings can be large; an effect the other way counts as inactive or inconclusive. Unless noted, % is set by controls: 0 for no effect and ±100 for the full control effect; potency is the fitted concentration of half-maximal effect.
# Start of the listing, in advance, three compounds:
item	structure	KAT2A inh	N370S GC	FEN1 inh
1	CN1CCc2nc(SC(C(=O)O)c3ccccc3)c(C#N)c(-c3cccs3)c2C1 (stereo not drawn)	-3.4%	-12.9%	-4.5%
2	Cc1cc(=O)[nH]c(SCC(=O)N2CC3(C)CC2CC(C)(C)C3)n1 (stereo not drawn)	-9.5%	x	1.5%
3	O=C(O)c1ccc(S(=O)(=O)N[C@H](Cc2ccc(C(F)(F)F)cc2)C(=O)O)cc1	3.0%	-1.7%	x

# The whole of this part, repeating the preview:
item	structure	KAT2A inh	N370S GC	FEN1 inh
1	CN1CCc2nc(SC(C(=O)O)c3ccccc3)c(C#N)c(-c3cccs3)c2C1 (stereo not drawn)	-3.4%	-12.9%	-4.5%
2	Cc1cc(=O)[nH]c(SCC(=O)N2CC3(C)CC2CC(C)(C)C3)n1 (stereo not drawn)	-9.5%	x	1.5%
3	O=C(O)c1ccc(S(=O)(=O)N[C@H](Cc2ccc(C(F)(F)F)cc2)C(=O)O)cc1	3.0%	-1.7%	x
4	COc1ccc(C(=O)C2CN(c3ccccc3)CC2c2ccc(Cl)cc2)cc1 (stereo not drawn)	-8.7%	11.5%	-8.9%
5	FC(F)(F)c1cccc(Cn2c3[n+](c4ccc(C(F)(F)F)cc42)CCCCC3)c1	-9.5%	-6.4%	-5.5%
6	COCCN1CN(S(=O)(=O)c2ccccc2)c2nc3ccccc3nc21	-5.8%	27.9%	-11.0%
7	CCn1c(=O)cc(OCC(=O)Nc2ccccc2N2CCN(C)CC2)c2ccccc21	-3.2%	-6.3%	2.8%
8	CC(=O)Nc1ccc(NC(=O)C2CCC(N3C(=O)C4C5C=CC(C6CC56)C4C3=O)CC2)cc1 (stereo not drawn)	-7.3%	2.4%	6.0%
9	COc1ccc(-c2nc3c(n2O)CCCC3=O)cc1OC	-25.2%	-4.1%	-4.4%
10	N#CCOc1nc(N2CCCC2)nc(N2CCCC2)n1	-6.8%	5.6%	-7.2%
11	COC(=O)c1ccc(Cn2c(O)c(N=NC(N)=S)c3ccccc32)o1	-3.7%	-16.9%	-12.8%
12	CCOc1ccc2[nH]c(=O)c(C(c3nnnn3C3CCCCC3)N3CCN(C)CC3)cc2c1 (stereo not drawn)	1.8%	-4.6%	-0.3%
13	CCNC(=O)N(C)C[C@H]1N[C@@](CC)(C(=O)OC)[C@H]2C(=O)N(C)C(=O)[C@@H]12	-8.1%	x	-5.8%
14	O=C(Cc1ccc(Cl)cc1)N/N=C/c1cccs1	-4.2%	0.1%	-8.5%
15	COc1cc(/C=C/C(=O)O)cc(S(=O)(=O)Nc2ccccc2C(=O)NCc2ccco2)c1OC	-2.8%	x	6.3%
16	O=C(Cn1nc(CNc2ccc(Cl)cc2)[n+]2c1CCCCC2)c1ccc(Cl)cc1	28.2%	8.4%	2.5%
17	CCN(CC)CCN(C(=O)c1ccc(S(=O)(=O)N(CC)c2ccccc2)cc1)c1nc2c(OC)ccc(OC)c2s1	-0.6%	-22.9%	-10.3%
18	CC(=O)Nc1ccc(S(=O)(=O)NCc2ccc(C(=O)NCCCN3CCC(C)CC3)cc2)cc1	-6.9%	-0.7%	4.0%
19	CCc1ccc(N2CN(CCc3ccccc3)CNC2=S)cc1	-6.5%	8.5%	3.8%
20	CCN(C(=O)c1coc(=O)c2ccccc12)c1ccccc1C	-9.0%	x	4.2%
21	C=CCn1c(SCc2nc3sc(C(=O)O)c(C)c3c(=O)[nH]2)nnc1-c1ccc(F)cc1	-8.3%	-17.8%	-9.0%
22	CCN(CC)C(=O)COc1ccc(/C(C)=N/Nc2ncc(Cl)cc2Cl)cc1	-1.2%	-14.5%	-15.0%
23	NC(=S)N/N=C1\CCSc2ccc(Cl)cc21	2.0%	-1.0%	-0.7%
24	O=C(NCCCNc1ccc(C(F)(F)F)cc1[N+](=O)[O-])c1ccc(F)cc1	-2.7%	-17.8%	9.5%
25	COC(=O)c1cc2occc2n1CC(=O)Nc1ccc(OC)c(OC)c1OC	-5.9%	x	1.4%

# Arranged by value in N370S GC (low to high): three from the list above
entry | canonical_smiles | N370S GC
23 | NC(=S)N/N=C1\CCSc2ccc(Cl)cc21 | -1.0%
8 | CC(=O)Nc1ccc(NC(=O)C2CCC(N3C(=O)C4C5C=CC(C6CC56)C4C3=O)CC2)cc1 (stereo not drawn) | 2.4%
4 | COc1ccc(C(=O)C2CN(c3ccccc3)CC2c2ccc(Cl)cc2)cc1 (stereo not drawn) | 11.5%

# Next part.
item	structure	KAT2A inh	N370S GC	FEN1 inh
26	CC(C)(C)NC(=O)C(c1ccc(F)cc1)N(Cc1ccco1)C(=O)c1csnn1 (stereo not drawn)	-14.0%	-9.5%	2.2%
27	O=C(COc1ccc(F)cc1)Nc1ccc2nc(SCc3ccccc3)sc2c1	-8.4%	x	0.9%
28	CCc1ccc(NC(=O)COC(=O)CN2C(=O)COc3ccccc32)cc1	1.0%	-10.9%	-3.2%
29	Cc1ccc(S(=O)(=O)N(c2nc(NC(C)C)nc(NC(C)C)n2)n2cnnc2)cc1	-7.0%	11.9%	5.3%
30	C/C(=N\OCC(=O)Nc1ccc(F)c(F)c1F)c1cc2ccccc2o1	-4.6%	16.6%	4.5%
31	COc1ccc(CN2CCCN(CC(=O)Nc3ccc(Br)cc3F)S2(=O)=O)cc1	-7.4%	x	-1.1%
32	COc1ccccc1OCCNc1cc(N2CCOCC2)ccc1[N+](=O)[O-]	-6.2%	0.6%	0.2%
33	CCN1C(=O)CC(N2CCN(c3cccc(OC)c3)CC2)C1=O (stereo not drawn)	-1.4%	3.7%	4.6%
34	COc1ccc(Nc2nc(OC)nc(N3CCN(c4ccc(OC)cc4)CC3)n2)cc1	-6.7%	1.1%	-17.5%
35	Cc1nc(-c2ccc3c(c2)CCC(=O)N3)cs1	-1.8%	-10.8%	-1.8%
36	Clc1cccc(Nc2c3c(nc4ncnn24)CCC3)c1	2.0%	-16.0%	4.5%
37	CC(C)Cc1nc2n[nH]c(N)c2c2c1CCCC2	-3.6%	2.4%	-5.1%
38	Cc1ccc(-n2nnnc2SCC(=O)Nc2c(C)n(C)n(-c3ccccc3)c2=O)cc1	-0.6%	22.4%	7.0%
39	Cc1cccc(-n2cc(-c3ccccc3)[nH]c2=S)c1	14.0%	4.8%	9.4%
40	O=C(CN1CCN(c2cccc(C(F)(F)F)c2)CC1)N(C1CCCC1)C1CCS(=O)(=O)C1 (stereo not drawn)	-5.6%	x	-2.5%
41	[O-]/[N+](=C\c1ccc(F)cc1)c1ccccc1	0.6%	-5.7%	-3.3%
42	CCCC(=O)n1nc(-c2cccnc2)nc1NCc1cccs1	-4.2%	-13.3%	-13.8%
43	CCOc1ccc(CCNC(=O)CCS(=O)(=O)c2ccc(Br)cc2)cc1OCC	19.4%	u	-2.6%
44	O=CNn1cnc2c(oc3nc(-c4ccccc4)cc(-c4ccco4)c32)c1=O	-5.9%	29.2%	-22.5%
45	Cc1ccc(-c2cn(S(=O)(=O)c3cccc([N+](=O)[O-])c3)nc2N)cc1	-18.0%	3.6%	-11.6%
46	COc1ccc(S(=O)(=O)/C(C#N)=C/Nc2cccc(F)c2)cc1	-5.5%	0.4%	-12.6%
47	COc1cc(OC)c(NC(=O)N2CCc3cc(OC)c(OC)cc3C2CC(=O)O)cc1Cl (stereo not drawn)	3.7%	x	12.3%
48	CC(C)CC(=O)Nc1nc2nc(-c3ccccc3)cc(=O)n2[nH]1	-3.2%	x	-0.6%
49	Cc1cccc(-c2nc3nc(C)cc(N4CCN(c5ccccc5)CC4)n3n2)c1	1.6%	x	-1.9%
50	CC(=O)c1c(C)[nH]c(C(=O)Nc2nc(-c3ccc(Cl)cc3)cs2)c1C	-6.3%	20.6%	-25.4%
51	Cc1ccc(CNCC2CCCO2)s1 (stereo not drawn)	12.4%	3.8%	5.9%
52	CC1(C)NC(=O)N(CCOc2ccc([N+](=O)[O-])cc2)C1=O	0.4%	-22.2%	-0.6%
53	Cc1ccsc1/C=N/n1c(COc2ccccc2)n[nH]c1=S	-23.5%	-3.7%	4.4%
54	COc1ccc(-c2nnc(SCC(=O)N(C)C3CCCCC3)o2)cc1OC	-4.1%	x	10.3%
55	C/C(=C\C(=O)c1cccnc1)Nc1ccc(C)c(C)c1	-6.5%	4.6%	-11.4%
56	Cc1ccc(C2C3=C(CC(C)(C)CC3=O)N(CCN3CCOCC3)C3=C2C(=O)CC(C)(C)C3)cc1	-6.5%	u	7.2%
57	O=C(O)c1cccc(COc2ccc(CO)cc2Cl)c1	-10.7%&-5.8%	-11.1%	13.9%
58	CCOC(=O)C1CCCN(C(=O)COC(=O)c2ccc(C#N)cc2)C1 (stereo not drawn)	-13.3%	-0.4%	4.3%
59	CC(C)NC(=O)c1c(O)c2ccccc2[nH]c1=O	1.7%	17.4%	-10.5%
60	C[C@@H](Oc1ccccc1)c1nnn(Cc2ccccc2)c1-c1c([C@@H](C)Oc2ccccc2)nnn1Cc1ccccc1	24.4%	24.9%	-10.3%
61	C/C=C/c1ccc(OCCCCN(C)Cc2ccccc2)c(OC)c1	u	-0.5%	-6.4%
62	CC(OCCN(C)C)C(=O)C12CC3CC(CC(C3)C1)C2 (stereo not drawn)	-2.7%	-4.2%	-11.7%
63	CN1C(=O)C(/C(N)=N/NC(=O)c2ccccc2)C2CC1(C)Oc1ccccc12 (stereo not drawn)	1.0%	-13.0%	-6.4%
64	O=C(Nc1c2ccccc2nc2ccccc12)C(Cl)(Cl)Cl	0.2%	u	-27.4%
65	Cc1ccccc1NS(=O)(=O)c1ccc(C(=O)N2CCN(c3ccccn3)CC2)cc1	-7.7%	-9.0%	-4.2%
66	CCc1ccc2c(c1)C(c1ccc([N+](=O)[O-])cc1)=NNC(c1ccc(F)cc1)=N2	-2.9%	2.4%	7.5%
67	CCC(=O)NNC(=O)CCC(=O)Nc1cccc(Cl)c1C	-0.8%	1.5%	0.2%
68	CN1CCN(CC#CCC(O)(c2ccccc2)c2ccccc2)CC1	-5.5%	-6.9%	1.6%
69	CCc1[nH]nc(C(=O)N/N=C/c2ccncc2)c1C	-8.5%	-14.4%	18.3%
70	CCOC(=O)c1ccc(CNS(=O)(=O)c2c(C)ccc3nsnc23)o1	-0.8%	2.8%	1.2%
71	CC(C)C[C@H](NC(=O)C1CC(=O)N(c2ccc3c(c2)OCO3)C1)C(=O)NCc1ccco1 (stereo partly drawn)	-22.7%	3.2%	-2.7%
72	Cc1cc(OCC(=O)N2CCC(c3nc4ccccc4s3)CC2)ccc1Cl	-15.3%	x	-18.8%
73	CC(C)C[C@H](NC(=O)c1nc[nH]c1C(=O)N[C@@H](CCCCNC(=O)OC(C)(C)C)C(=O)OC(C)(C)C)C(=O)OC(C)(C)C	-11.2%	-2.6%	-13.3%
74	NS(=O)(=O)c1cc(C(=O)Nc2ccc3c(c2)CCC3)ccc1Cl	-6.1%	-12.6%	-23.0%
75	CCN(CC)C(=O)c1c(-c2ccccc2)oc2ccc(OC)cc12	-4.7%	23.0%	-5.3%

# Carrying on.
item	structure	KAT2A inh	N370S GC	FEN1 inh
76	CCOC(=O)N1CCN(C(=O)c2ccc3c(=O)n(Cc4ccccc4OC)c(=S)[nH]c3c2)CC1	0.4%	-6.9%	-3.9%
77	Cc1cc(S(=O)(=O)N2CCN(CC(=O)NCCc3cccs3)CC2)ccc1Br	-9.3%	x	4.5%
78	Cn1c(COc2ccc([N+](=O)[O-])cc2)nnc1SCC(=O)NCC1CCCO1 (stereo not drawn)	-0.3%	-2.5%	-1.9%
79	C=CCn1c(-c2cc(OC)c(OC)c(OC)c2)n[nH]c1=S	2.0%	3.9%	3.4%
80	CC(=O)N1c2ccc(S(=O)(=O)N3CCC(C(=O)NCCc4ccc(Cl)cc4)CC3)cc2CC1C (stereo not drawn)	-10.6%	3.9%	-9.7%
81	Cc1nc(/C(N)=N/OC(=O)c2cccc(Cl)c2)c(C(F)(F)F)o1	u	-1.3%	14.0%
82	COc1cc(/C=C2\SC(=O)NC2=O)ccc1Oc1cnccn1	-8.4%	2.9%	5.4%
83	Cc1cc(NC(=O)CCC2CCCCC2)no1	1.7%	-3.3%	-3.8%
84	NC(=O)c1cc([N+](=O)[O-])ccc1NCCc1ccccc1	0.0%	-3.0%	11.2%
85	COc1cc(S(=O)(=O)NCc2ccc3c(c2)OCO3)ccc1F	-2.2%	5.9%	10.8%
86	CC(C)(C)C(=O)NCC12C=CC(O1)C1C(=O)N(c3ccccc3)C(=O)C12 (stereo not drawn)	-12.3%	1.2%	-4.3%
87	O=C(Nc1ccc2c(c1)OCO2)C1CCN(S(=O)(=O)Cc2ccccc2)CC1	-3.2%	-5.7%	-1.5%

# Grouped by structure, those above with bromine.
item	structure	KAT2A inh	N370S GC	FEN1 inh
31	COc1ccc(CN2CCCN(CC(=O)Nc3ccc(Br)cc3F)S2(=O)=O)cc1	-7.4%	x	-1.1%
43	CCOc1ccc(CCNC(=O)CCS(=O)(=O)c2ccc(Br)cc2)cc1OCC	19.4%	u	-2.6%
77	Cc1cc(S(=O)(=O)N2CCN(CC(=O)NCCc3cccs3)CC2)ccc1Br	-9.3%	x	4.5%
